# KLK7 zymogen act – proKLK7 zymogen activators, primary screen, biochemical, fluorescence intensity; purified proKLK7, EDANS-DABCYL substrate fluorescence; 100% is mature enzyme control, 0% vehicle; 370,000 tested, 0.9% active; AID 652039, 2013; Kallikrein-7 (Homo sapiens), P49862; activation, % at 7 µM;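 active = activation above the mean of all tested compounds plus 3 SD, computed per campaign excluding outliers beyond control limits, cut at about 13% in these data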
# MBD2 inh – inhibitors of MBD2 binding to methylated DNA, primary screen, biochemical, TR-FRET, DNA-binding domain, human; Methyl-CpG-binding domain protein 2 (Homo sapiens), Q9UBB5; MBD2 binding to methylated oligonucleotide; inhibition, % at 4.4 µM; 370,000 tested, 0.31% active; AID 686964, 2013; in the data active = inhibition above about 13%
# PLC-gamma1 inh – PLC-gamma1 enzyme inhibitors, primary screen, biochemical, fluorescence, purified enzyme; 370,000 tested, 0.84% active; 1-phosphatidylinositol 4,5-bisphosphate phosphodiesterase gamma-1 (Homo sapiens), P19174; inhibition, % at 12.2 µM; AID 720700, 2013; fluorogenic substrate; in the data active = inhibition above about 9.5%
# Target sequence (P19174 whole entry, looked up): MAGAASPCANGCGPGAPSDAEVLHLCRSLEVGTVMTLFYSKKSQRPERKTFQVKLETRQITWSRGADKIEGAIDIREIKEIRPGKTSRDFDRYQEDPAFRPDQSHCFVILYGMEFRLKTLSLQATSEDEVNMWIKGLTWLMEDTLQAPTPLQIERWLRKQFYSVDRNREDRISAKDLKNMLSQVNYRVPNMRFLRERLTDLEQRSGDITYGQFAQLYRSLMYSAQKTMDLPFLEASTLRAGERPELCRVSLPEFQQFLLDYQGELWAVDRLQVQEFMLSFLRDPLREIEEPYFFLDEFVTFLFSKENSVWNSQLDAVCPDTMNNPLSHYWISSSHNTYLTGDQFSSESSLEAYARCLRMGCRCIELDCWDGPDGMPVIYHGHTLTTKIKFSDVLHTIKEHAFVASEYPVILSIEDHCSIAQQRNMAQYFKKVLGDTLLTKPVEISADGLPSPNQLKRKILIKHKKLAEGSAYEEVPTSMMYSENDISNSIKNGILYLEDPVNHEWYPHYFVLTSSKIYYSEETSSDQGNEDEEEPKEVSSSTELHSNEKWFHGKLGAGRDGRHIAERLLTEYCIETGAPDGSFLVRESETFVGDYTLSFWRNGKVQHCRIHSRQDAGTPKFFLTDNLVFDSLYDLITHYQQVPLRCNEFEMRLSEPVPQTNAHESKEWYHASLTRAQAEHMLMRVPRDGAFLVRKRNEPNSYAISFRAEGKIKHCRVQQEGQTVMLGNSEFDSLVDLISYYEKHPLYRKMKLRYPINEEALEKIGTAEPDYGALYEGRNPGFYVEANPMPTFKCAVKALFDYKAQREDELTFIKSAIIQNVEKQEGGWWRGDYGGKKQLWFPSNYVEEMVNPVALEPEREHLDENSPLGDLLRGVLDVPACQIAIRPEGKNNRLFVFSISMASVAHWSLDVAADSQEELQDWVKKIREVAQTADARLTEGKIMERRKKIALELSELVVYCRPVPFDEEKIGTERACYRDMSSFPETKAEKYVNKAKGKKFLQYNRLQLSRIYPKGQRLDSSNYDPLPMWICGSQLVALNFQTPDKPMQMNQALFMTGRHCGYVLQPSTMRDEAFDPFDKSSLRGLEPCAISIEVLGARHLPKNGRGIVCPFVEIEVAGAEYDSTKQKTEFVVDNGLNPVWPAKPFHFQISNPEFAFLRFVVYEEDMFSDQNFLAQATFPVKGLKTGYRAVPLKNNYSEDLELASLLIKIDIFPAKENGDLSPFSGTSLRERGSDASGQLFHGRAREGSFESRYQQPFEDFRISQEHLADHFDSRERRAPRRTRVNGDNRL
# ARFGAP1 inh – inhibitors of rat ARFGAP1 GAP activity, primary screen, biochemical, fluorescence polarization, GDP tracer; ADP-ribosylation factor GTPase-activating protein 1 (Rattus norvegicus), Q62848; Arfgap1-stimulated ARF1 GTP hydrolysis, GDP FP detection; inhibition, % at 16.5 µM; 360,000 tested, 0.26% active; AID 651572, 2012;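 active = inhibition above a per-plate limit, mean inhibition of low control wells plus 3 SD, cut at about 25% in these data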;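 also: 0% = DMSO wells with enzyme and 100% = wells lacking Arfgap1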
#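 system = rat Arfgap1 catalytic domain, aa 1-136 | technique = FP, GDP Alexa 633 tracer displaced from anti-GDP antibody, 620/688 nm | compound = one concentration, 16.5 µM, DMSO 1.26% | medium = HEPES-based buffer, pH 7.5 | timing = compound-enzyme preincubation 20 min, reaction 120 min, detection 60 min, 25 °C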
# Tn6 DDE FP – inhibitors of Tn6 peptide binding to fibrin DD(E), primary screen, biochemical, fluorescence polarization, human fibrin, Tn6 probe; 370,000 tested, 0.21% active; Fibrin DD(E) TRITC-Tn6 fluorescence polarization displacement; inhibition, % at 8.3 µM; Fibrinogen beta chain (Homo sapiens), P02675;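 active = inhibition above a per-campaign cutoff: mean of compounds within control limits plus 3 SD, cut at about 15% in these data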;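 also: 0% = median of all compound wells on the plate and 100% = blocking peptide control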
# ASAP1 GAP inh – inhibitors of human ASAP1 ArfGAP activity, primary screen, biochemical, fluorescence polarization; Arf-GAP with SH3 domain, ANK repeat and PH domain-containing protein 1 (Homo sapiens), …; ASAP1-stimulated ARF1 GTP hydrolysis, GDP FP detection; inhibition, % at 16.5 µM; 360,000 tested, 0.19% active; in the data active = inhibition above about 25%;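 also: 0% = vehicle with enzyme and substrate and 100% = no enzyme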
# UHRF1 MBD2 ctr – UHRF1 methylated DNA binding inhibitors, primary screen, counter-screen for MBD2 inhibitor project, biochemical, TR-FRET, human UHRF1, single concentration | UHRF1 binding to methylated oligo | 370,000 tested, 0.75% active | E3 ubiquitin-protein ligase UHRF1 (Homo sapiens), Q96T88 | inhibition, % at 4.4 µM; in the data active = inhibition above about 21%;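 also: UHRF1 SRA domain binding a hemimethylated CpG hairpin DNA probe; 0% = median of test compound wells and 100% = reference inhibitor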
# DDE Tn7 FP inh – inhibitors of Tn7 peptide binding to fibrin DD(E), primary screen, biochemical, fluorescence polarization, human fibrin, Tn7 probe | Fibrinogen beta chain (Homo sapiens), P02675 | FP displacement of FITC-Tn7 peptide from fibrin DD(E); 0% = median of compound wells per plate | inhibition, % at 8.3 µM | 370,000 tested, 0.13% active | AID 720508, 2013;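 active = inhibition above the mean of compounds falling within the control limits plus 3 SD of them, cut at about 14% in these data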;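 also: 0% = plate median of compound wells and 100% = 10 µM Aha-Tn7 peptide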
#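 System: human fibrin DD(E); quantity: Fibrin-DD(E) at 2 µM final; also added: fluorescent Tn7 probe at 0.1 µM; compound dosing: single nominal test concentration of 8.3 µM per compound; schedule: 10 min preincubation, 3 h with tracer, room temperature; detection: fluorescence polarization of the labelled Tn7 tracer; repeats: one replicate per compound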
# ADAM17 inh – ADAM17 inhibitors, primary screen, biochemical, QFRET | AID 720648, 2013 | 370,000 tested, 0.83% active | inhibition, % at 6.95 µM | recombinant ADAM17, EDANS/DABCYL FRET peptide cleavage;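 active = inhibition above the mean of compounds lying between control limits plus 3 SD, set per campaign, cut at about 8.5% in these data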;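 also: 0% = DMSO-only wells as the low control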
# PLC-beta3 inh – human PLC-beta3 inhibitors, primary screen, biochemical, fluorescence. 1-phosphatidylinositol 4,5-bisphosphate phosphodiesterase beta-3 (Homo sapiens), Q01970. Purified PLC-beta3, fluorogenic substrate. inhibition, % at 12.2 µM. 370,000 tested, 0.18% active; in the data active = inhibition above about 11%;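 also: 0% = median of compound wells on plate and 100% = full blocker control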
# The depositor's hits bear a star; i = inactive.
SMILES,KLK7 zymogen act,MBD2 inh,PLC-gamma1 inh,ARFGAP1 inh,Tn6 DDE FP,ASAP1 GAP inh,UHRF1 MBD2 ctr,DDE Tn7 FP inh,ADAM17 inh,PLC-beta3 inh
COc1ccc(-c2noc(CCCC(=O)NCCc3ccccc3)n2)cc1OC,0.2,1.7,1.1,-0.1,-3.9,-5.5,0.1,3.8,-2.6,-1.4
COc1ccc(C(C)(NC(C)=O)c2nc(-c3ccccc3OC)cs2)cc1 (configuration not stated),-0.1,-3.1,0.3,-3.9,5.2,5.0,-1.8,5.3,-3.0,5.7
O=C(O)CSCCn1cccn1,0.2,-0.9,-0.8,10.2,-3.9,1.1,-1.1,1.2,-6.5,2.0
O=C(O)COCC(=O)NCc1nc(-c2ccc(C(F)(F)F)cc2)no1,0.2,5.4,2.4,12.3,-1.7,4.7,0.3,5.8,-1.6,-3.8
Cc1ccccc1CN1CCN(S(=O)(=O)c2ccc(Cl)s2)CC1,0.2,9.6,-1.6,4.5,-16.1,2.2,4.3,7.9,-1.7,-13.4
CCOc1ccc(-c2noc(CCCC(N)=O)n2)cc1OC,-0.2,3.6,4.3,1.0,-3.1,8.6,-0.2,1.4,-3.8,-1.6
O=C(Nc1cccnc1)c1ccc(CN2CCc3ccccc3C2)cc1,0.0,-2.1,0.2,8.3,-11.5,6.2,1.2,-2.6,-4.2,1.4
CCOC(=O)c1c(CN2CCOCC2)n(-c2ccccc2)c2ccc(O)cc12,0.0,3.8,-35.5,3.5,1.7,-0.6,1.3,2.6,-2.2,-51.1
O=C(NNc1ccccc1Br)C(=O)n1ccc2ccccc21,-0.1,-3.3,4.2,-0.1,-5.2,-3.0,66.1*,-3.9,9.5*,8.1
CCOc1ccc(C(=O)NCc2ccco2)cc1,0.0,-2.3,-0.8,0.8,-9.9,9.0,-0.6,-3.3,0.4,4.4
CC1(C)CC(=O)C=C(Nc2ccc(Br)cn2)C1,-0.1,4.0,-2.7,7.8,-12.0,1.7,7.5,-1.2,-5.8,2.0
CCCc1nnc(NC(=O)CCC(=O)Nc2ccc(F)cc2)s1,0.0,-0.6,1.7,12.9,3.6,1.6,-0.9,-5.1,2.4,0.5
N/C(=N\OC(=O)c1ccc(Cl)c([N+](=O)[O-])c1)c1ccccc1,-0.3,5.0,-2.6,2.0,4.9,-2.5,4.5,2.5,-0.7,-0.3
CCCOc1ccc(C(=O)NC(=S)N2CCN(c3cc4c(cc3F)c(=O)c(C(=O)O)cn4CC)CC2)cc1,0.0,-5.3,-7.3,8.1,7.2,8.0,-1.8,2.9,-8.6,-9.8
COc1ccc(N(CC(=O)NCc2ccco2)C(=O)CCC(=O)Nc2nccs2)c(OC)c1,0.1,-2.2,2.6,-4.3,-4.3,-14.4,-0.4,-3.0,-0.7,-5.9
COc1ccc(NC(=O)C2CCN(c3ncnc4c3nc3n4CCCCC3)CC2)c(OC)c1,-0.2,-3.7,-2.7,-12.4,-3.9,-18.7,0.3,7.4,-3.0,-8.7
COc1ccc(Cl)cc1NC(=O)CN(C)Cc1cccs1,-0.5,3.8,-3.5,-9.6,-2.6,-11.8,-0.8,1.8,-6.2,-10.7
COc1ccc(-c2c(-c3ccc4c(c3)OCO4)c3ccccc3n2C)cc1,-11.4,-5.7,-53.4,-3.1,5.2,-4.9,-1.4,-4.9,-21.3,-74.9
CC(=O)c1c(C)[nH]c(C(=O)Nc2nc(-c3ccccc3)c(C)s2)c1C,-0.6,-5.5,-27.7,6.1,-2.0,4.8,-2.6,5.8,-4.2,-29.3
O=c1c2ccc(Cl)cc2nc(-c2cccc(C(F)(F)F)c2)n1O,0.9,-3.9,-18.6,-12.8,0.2,0.4,-1.4,-1.9,-3.7,-16.1
CCCCNCCOCCOc1ccc(C)cc1Br,0.1,2.3,-0.3,-3.3,3.1,-3.2,-6.2,5.9,-0.4,2.7
Cc1ccc(Cc2c(-c3cccc(Cl)c3)nc3c(C)cc(Br)cn23)cc1,-0.3,4.8,-4.9,5.3,0.2,-3.6,5.6,1.8,-0.8,-3.6
COc1ccc(NC(=O)[C@@]2(CC(=O)O)CC(/C=C/c3ccccc3)=NO2)cc1,0.3,1.5,-8.7,-12.3,-0.3,-2.6,5.7,9.3,-6.8,-16.9
Nc1ncc2c(n1)-c1ccccc1CC2,3.2,-5.4,-76.7,4.6,6.4,-8.3,-0.1,-3.9,-217.7,-85.1
O=C(CCc1nc(-c2ccccc2)no1)N1CCCC1,0.1,4.2,-3.1,-0.2,-2.5,-10.0,1.4,4.1,-2.1,-3.6

# Look-ups from the list.
# `CCCc1nnc(NC(=O)CCC(=O)Nc2ccc(F)cc2)s1` in MBD2 inh → -0.6
# `N/C(=N\OC(=O)c1ccc(Cl)c([N+](=O)[O-])c1)c1ccccc1` in PLC-gamma1 inh → -2.6

# Additional results follow:
SMILES,KLK7 zymogen act,MBD2 inh,PLC-gamma1 inh,ARFGAP1 inh,Tn6 DDE FP,ASAP1 GAP inh,UHRF1 MBD2 ctr,DDE Tn7 FP inh,ADAM17 inh,PLC-beta3 inh
O=C(CSc1ncn[nH]1)NC1CC2CCC1C2 (configuration not stated),-0.1,-2.4,0.9,-5.0,1.4,-1.8,-2.4,3.5,-5.4,-1.6
COC(=O)C1C(=O)C2=C(CC1C)NC(=O)CC2c1cccc(C)c1 (configuration not stated),0.1,-0.5,1.1,5.3,2.2,-13.0,-0.7,-2.1,-2.1,-1.2
COc1cc(CN(C)CC2CCCN(CCc3ccccc3F)C2)cc(Cl)c1OC (configuration not stated),-0.2,0.9,2.1,6.0,-5.3,0.6,1.3,2.8,0.5,-1.7
O=C(COC(=O)c1cccc(S(=O)(=O)N2CCCC2)c1)Nc1ccccc1Cl,0.5,-2.7,-1.1,20.4,-1.3,9.6,-2.8,-0.4,1.6,-7.1
COc1cc(N2CCOCC2)ccc1C=C(C#N)C#N,0.1,-8.5,-1.6,-8.0,-3.7,-6.5,-1.5,-0.4,-3.9,-1.9
COC(=O)CSc1ccc2nnc(CCNS(=O)(=O)c3ccc(C)cc3)n2n1,0.3,-1.8,-3.6,12.3,-3.4,14.2,-1.2,-0.7,-2.8,-3.0
CN1CCN(C(=O)c2cc([N+](=O)[O-])ccc2Cl)CC1,-0.7,7.3,2.0,1.5,-15.6,7.1,3.0,8.1,-6.0,-7.8
COc1ccc(NC(=O)c2c3c(nc4ccccc24)CCC3)cc1S(=O)(=O)N1CCOCC1,0.1,8.5,-1.8,-1.9,-2.3,2.5,6.8,-8.3,3.4,-4.5
COCCCNC(=O)CN(c1cccc(Cl)c1C)S(C)(=O)=O,-0.3,-1.1,1.2,6.3,-8.4,-5.6,-0.3,5.6,-2.9,1.0
CCOC(=O)C(C)/C(C)=N/NC(=O)c1cc2ccccc2cc1O (configuration not stated),-0.8,-6.8,-61.8,-10.2,0.2,3.8,0.1,1.1,-4.8,-63.0
Cc1cc(C(C)(C)C)oc1C(=O)N(CC(=O)NC1CCCC1)Cc1ccccc1,-0.4,1.3,1.6,-0.1,3.9,-8.0,1.5,-7.0,1.0,3.5
COC(=O)CN(c1nc(C)c(Br)c(OC)n1)S(=O)(=O)c1ccc(C)cc1,-0.3,-4.3,1.4,10.2,-2.5,1.8,0.8,-3.0,5.8,3.0
O=C(CCN1c2ccccc2Sc2ccccc21)OCc1nnc(-c2ccccc2)o1,-0.3,1.9,-1.8,11.7,3.9,10.4,-2.6,8.4,4.4,-0.8
COc1ccc(C)cc1NC(=O)C1CCCN(S(=O)(=O)c2cccnc2)C1 (configuration not stated),0.7,-4.6,2.8,-16.8,-1.1,2.9,-2.9,7.4,-5.4,-4.6
Oc1ccc(N=Cc2ccc(-c3cccs3)s2)cc1,-87.0,-5.0,i,-1.0,18.5*,5.0,10.6,-5.4,i,i
CC(=O)c1cc(-c2ccccc2)n(CC(=O)Nc2ccc(C)c(C)c2)c1C,-0.7,-0.3,-4.0,0.7,-7.7,-5.9,0.2,7.7,2.3,3.4
COc1ccccc1Nc1nc(-c2sc(NC(=O)c3ccccc3)nc2C)cs1,1.0,-3.9,-38.4,7.3,0.8,8.3,-2.4,5.1,-2.0,-30.6
C=CCn1c(O)c(N=NC(=O)CNC(=O)c2ccco2)c2ccccc21,-0.2,-4.5,2.9,5.4,0.9,-3.0,-5.5,9.9,0.5,2.8
CSc1ccc(CN2CCN(S(=O)(=O)Cc3ccccc3)CC2)cc1,0.4,1.3,1.5,-2.2,-1.7,1.1,1.4,-1.1,-0.2,-5.8
CCCCn1c(N)c(-c2nc3ccccc3s2)c2c([N+](=O)[O-])nn(C)c(=O)c21,0.2,-0.3,-2.6,-0.7,0.2,4.4,1.1,-4.1,-0.3,-3.6
O=[N+]([O-])c1cc(S(=O)(=O)N2CCOCC2)ccc1N1CCCC1,0.5,0.2,0.2,-8.5,0.5,-7.8,-0.6,-5.8,1.7,0.8
CCc1cc(=O)oc2c(C)c(OCC(=O)N3CCC(C(=O)O)CC3)ccc12,1.6,-0.9,-12.4,-1.9,3.7,7.5,-0.5,-6.0,-72.1,-15.2
CCO[C@H]1OC(C(=O)N2CCCCCCC2)=C[C@@H](c2coc3ccccc3c2=O)[C@@H]1CCCO,1.3,3.0,-1.7,0.5,13.2,12.0,1.3,6.0,-5.2,0.2
CS(=O)(=O)c1ccc(-c2cccc(NC(=O)c3ccc(Br)o3)c2)nn1,-0.2,2.7,-0.3,1.5,-1.6,7.9,0.9,-5.8,-0.3,-4.9
COc1ccc(C2c3cc(OC)c(OC)cc3CC3C(=O)OCC32)cc1OC (configuration not stated),0.3,-2.1,-0.6,5.5,-6.5,8.9,0.4,-0.8,-4.5,0.4

# From PubChem BioAssay

# An unsorted share of the library; about 4.1% have a hit in one of these screens.
